mcGAS RapidFire = blocks mouse cGAS cGAMP production. Q8C6L5. recombinant mouse cGAS, cGAMP by RapidFire MS. inhibition, % at 12.5 µM. 130,000 tested, 0.18% active. AID 1259397;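 active = inhibition of cGAS enzyme activity at or above 60%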;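 also: enzyme stimulated by 45 bp dsDNA with ATP and GTP substrates; cGAMP share of summed cGAMP plus half ATP and half GTP signals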
Target sequence (Q8C6L5 whole entry, looked up): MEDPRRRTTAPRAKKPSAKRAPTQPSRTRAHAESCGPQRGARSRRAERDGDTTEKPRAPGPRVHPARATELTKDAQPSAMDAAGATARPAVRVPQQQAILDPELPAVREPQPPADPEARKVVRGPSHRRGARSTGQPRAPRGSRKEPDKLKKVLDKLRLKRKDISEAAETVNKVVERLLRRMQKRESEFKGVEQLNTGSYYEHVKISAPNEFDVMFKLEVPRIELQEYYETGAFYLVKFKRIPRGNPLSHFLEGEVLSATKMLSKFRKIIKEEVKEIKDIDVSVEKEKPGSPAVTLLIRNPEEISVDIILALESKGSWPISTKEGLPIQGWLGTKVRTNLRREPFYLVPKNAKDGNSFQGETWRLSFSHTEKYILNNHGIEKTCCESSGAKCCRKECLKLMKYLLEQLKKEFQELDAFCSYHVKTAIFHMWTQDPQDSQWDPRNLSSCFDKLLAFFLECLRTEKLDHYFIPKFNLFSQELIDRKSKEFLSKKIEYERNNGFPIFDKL
Active calls of the source: *.

SMILES	mcGAS RapidFire
Cc1cc(-n2cccn2)ccc1CN1CCCC(CNC(=O)c2n[nH]c3ccccc23)C1 (stereo unspecified)	-8
CC(c1cccc(-c2cccc3c(N)ccnc23)c1)N(C)C (stereo unspecified)	5
Cc1cc(N2CCC(N(C)C(=O)NC(C)C)CC2)nc(C)n1	-11
CCN(CC)S(=O)(=O)c1ccc(Cl)c(NC(=O)N2CCCC(N3CCCC3)C2)c1 (stereo unspecified)	1
CC(Oc1nncc2ccccc12)C(=O)Nc1ccc(Cl)cc1Cl (stereo unspecified)	-10
Cn1c(=O)n(Cc2ccccc2)c(=O)c2c1nc1n2CCN1c1ccccc1	-7
CC(C)CNC(=O)C1(C)CCCN1Cc1ccc(S(C)(=O)=O)cc1 (stereo unspecified)	-1
Cn1nnnc1SCC(=O)Nc1ccc(Cl)cn1	-3
O=C(Nc1ccnn1C1CCCCC1)c1cc2c(s1)CCC2	-13
O=C(c1ccc2c3c(cccc13)CC2)C1CCCN(C(=O)c2cncs2)C1 (stereo unspecified)	7
O=C(NCCOc1ccccc1F)C12CC3CC(CC(C3)C1)C2	-6
CC(C)Sc1ccccc1NC(=O)CC1CCCO1 (stereo unspecified)	7
O=S1(=O)CCC(N(Cc2cccc(Cl)n2)CC2CCCO2)C1 (stereo unspecified)	-9
CCCn1ncc(CN2CCCC(Cc3cccc(OC)c3)(C(=O)OCC)C2)c1C (stereo unspecified)	-8
O=C1CCCN1C1CCN(S(=O)(=O)CCOc2ccc(F)cc2)CC1	-6
NS(=O)(=O)CCCC(=O)N1CCCC(Nc2ccc(F)c(F)c2)C1 (stereo unspecified)	-19
CCOC(=O)C1=C(C)N=C2SC=C(CC(=O)N3CCCCC3C)N2C1c1ccccc1C (stereo unspecified)	-6
CN(C)C(=O)c1ccc2c(c1N)C(=O)c1ccccc1C2=O	-7
CN(Cc1ccc(C#N)cc1)Cc1ccco1	0
COCCn1c(SCC(=O)OC(C)C)nc2sc(C)c(C)c2c1=O	-2
Cc1cccn2c(F)c(C(F)(F)F)nc12	0
Cc1cc(OCC2CN(C(=O)CCNC(=O)OCc3ccccc3)CCO2)ccc1Cl (stereo unspecified)	-4
Oc1cccc(C=NN=C(c2ccccc2)c2ccccc2)c1O	-9
CCC1CN(Cc2c(Cl)ccc(O)c2Cl)CCN1C(C)C (stereo unspecified)	-46
Fc1c(CN2CCCC2)cccc1Oc1ncccc1C(F)(F)F	-14
CC(NC(=O)Nc1cc(F)c(N(C)C)c(F)c1)c1nccs1 (stereo unspecified)	-11
CCc1cnc(-c2cc(F)c3c(c2)CC(CN)O3)nc1 (stereo unspecified)	-13
CN1C(C(=O)NCCN2CCOCC2)=CC(c2ccco2)=NS1(=O)=O	-10
CCOc1ccccc1CN1CCNC(=O)C1CC(=O)N(C)C1CC(C)(C)NC(C)(C)C1 (stereo unspecified)	-1
NS(=O)(=O)c1ccc(CNC(=O)/C=C/c2c(Cl)cccc2Cl)cc1	2
CCOC(=O)c1nn(-c2ccc(OCC)cc2)c2nc(-c3cccc(OC)c3)c(C#N)c(=O)n12	-17
CCOc1ccc(C2=NOC(C)C(=O)N2)cc1 (stereo unspecified)	3
CCc1nccc(CN2CCC(CNC(=O)C3CCC(C)CC3)C2)n1 (stereo unspecified)	-8
Cn1cc(CN2CCNC(=O)CC2)c(-c2cccc(Cl)c2)n1	-7
COC(=O)[C@@H]1C[C@H](C(=O)N(C)Cc2ccccn2)[C@H](c2cccc(Cl)c2)N1C	-12
O=C(Cc1coc(-c2ccccc2)n1)NC1C2CCCCC21 (stereo unspecified)	-3
CCOC(=O)C1(C(F)(F)F)C(C#N)C(N)=Nc2cc(-c3ccc(OC)cc3)nn21 (stereo unspecified)	-10
CCc1cccc(C)c1NC(=O)CN(C)C1=NS(=O)(=O)c2ccccc21	10
O=[N+]([O-])c1cnccc1Sc1cccc(C(F)(F)F)c1	5
CNC(=O)NC(=O)CSc1nnc(Cc2cccs2)n1C1CC1	-8
CC(=O)NC1=NN(C(C)=O)C2(S1)C(=O)N(C(C)=O)c1ccc(F)cc12 (stereo unspecified)	-17
CCC=C(C)C(=O)N1CCC(C(=O)NCC)CC1	10
Brc1ccc(CSc2nc3ncccc3[nH]2)cc1	-14
NC1=NC(c2ccccc2O)n2c(nc3ccccc32)N1 (stereo unspecified)	3
N#CC1(C(=O)Nc2ccc(-c3ncn[nH]3)cc2)CCCCC1	-7
CN(Cc1ccc2ncccc2c1)CC1CCC(N)CC1 (stereo unspecified)	-7
Cc1c(C(=O)N2CCC(C(N)=O)CC2)sc2cccc(F)c12	-11
COc1ccc(NC(=O)N2CCN(c3ccc(Nc4ccncc4)nn3)CC2)cc1OC	-7
Cc1noc(OCc2ccc(F)c3cccnc23)n1	-10
O=C(c1ccc(=O)[nH]c1)N(Cc1ccc(C(F)(F)F)cc1)C1CC1	-1
Cc1nc(NCCNC(=O)c2ccco2)cc(N2CCCC2)n1	-8
CS(=O)(=O)NCCNc1ccc([N+](=O)[O-])cc1	-3
Cc1nn(CCO)c(C)c1CN1C[C@@H]2[C@H](C1)[C@H]1CC[C@@H]2O1	-9
O=S(=O)(Cc1cc(Cl)cc(Cl)c1)N1CC[C@H]2CC[C@@H](C1)N2	-34
Fc1ccccc1C1CC(c2cccc(Br)c2)=Nc2nnnn21 (stereo unspecified)	-11
C=CCn1c(=NC(=O)c2ccc(N3C(=O)CCC3=O)cc2)sc2cc(S(C)(=O)=O)ccc21	-7
Cn1c(SCC(N)=O)nc2scc(-c3ccc(F)cc3)c2c1=O	-4
COc1nccnc1NS(=O)(=O)c1ccc(N)cc1	6
CC1(C2CC2)NC(=O)N(CC(=O)N2CCN(S(=O)(=O)c3cccs3)CC2)C1=O (stereo unspecified)	-10
CCc1ccc(CCC(=O)N2CCOC(C(F)(F)F)C2)cc1 (stereo unspecified)	-3
Further entries:
SMILES	mcGAS RapidFire
Cc1cnn(CC2CC2)c1NC(=O)Cc1csc(N2CCCC2=O)n1	-3
CCOc1ccc(C(=O)NOC2CCCCO2)cc1 (stereo unspecified)	-5
COC(=O)c1ccc(CNC(=O)C2CCC(=O)N(CCCc3ccccc3)C2)cc1 (stereo unspecified)	-3
Fc1c(F)c(F)c(N=Cc2ccc(N3CCOCC3)cc2)c(F)c1F	6
CC(=O)N1CCN(C(=O)c2cnn(-c3nccc(-c4cc(C)sc4C)n3)c2C2CC2)CC1	-4
O=C(NCCn1ncccc1=O)c1ccc2ccccc2c1	-3
CN1CCOc2cc(S(=O)(=O)N3CC[C@H]4CC[C@@H](C3)N4)ccc21	-22
CNC(=S)N1N=C(c2ccc(C)cc2)CC1c1cccc2nccnc12 (stereo unspecified)	-3
Cc1cc2c(SCC(=O)Nc3ccc(F)cc3)ncnc2s1	6
O=C(NC12CC3CC(CC(C3)C1)C2)N1CCOCC1	-4
O=C(c1ccc(O)c(Cl)c1)N1CCN(Cc2cccc(C(F)(F)F)c2)CC1	-4
CCOc1ccc(S(=O)(=O)n2cc(C)nc2CC)c(C)c1C	-8
CS(=O)(=O)c1ccccc1C(=O)Nc1ccc(Cl)cc1F	-9
CCC(C)n1nccc1NC(=O)COc1ccccc1OC (stereo unspecified)	-6
Cc1cccc(NC(=O)N2CCc3ccccc3C2CO)c1 (stereo unspecified)	-6
O=C(NCc1cccc(-n2cccn2)c1)c1cn2ccsc2n1	-15
CCCn1c(C)c(C(=O)OCC)c(O)c(-c2ccccc2)c1=O	-22
Cc1ccc(CNS(=O)(=O)c2ccc(F)c(C(=O)Nc3cc(C)ccc3C)c2)cc1	-3
C=CCn1c(N/N=C\c2cccc(O)c2)nc2c1c(=O)[nH]c(=O)n2C	-10
N#Cc1ncn(CC(=O)Nc2sc3c(c2C#N)CCCC3)n1	-16
O=C(O)c1ccc(NC(=O)c2ccc(F)cc2Cl)s1	-3
COc1ccccc1-n1cc(-c2ccccc2)c2c(SC(C)C(C)=O)ncnc21 (stereo unspecified)	-5
Cc1ccc(F)c(C(=O)N(Cc2ccncc2)Cc2cccnc2)c1	-9
COc1cc(NC2CCCN(c3ncccc3C#N)C2)cc(OC)c1 (stereo unspecified)	3
O=C(Nc1ccc(N2CCc3ccccc32)cc1)C1CCOC1 (stereo unspecified)	-6
Cc1cccc(N2CCN(S(=O)(=O)c3ccccc3C(F)(F)F)CC2)c1	0
CC#CCN1C(=O)C(CCC(=O)Nc2ccc(C(C)C)cc2)NC(=O)c2ccccc21 (stereo unspecified)	-6
Cn1cncc1[C@H]1N[C@](CO)(c2ccccc2)[C@H]2CN(Cc3ccccc3)C[C@@H]12	-6
CC1Oc2ccccc2N(CC(=O)OCc2c(Cl)nc(Cl)n2-c2ccccc2)C1=O (stereo unspecified)	-6
CC(C)(C)OC(=O)N1CCN(C(=O)c2cccc3c2OCCO3)C2(CCCCC2)C1	-2
Cc1cc(C(=O)N2CCC(CN3CCCCC3=O)CC2)n[nH]1	-17
Cc1nc2cc(NC(=O)C3(C)CCCN(C(C)C)C3)ccc2o1 (stereo unspecified)	-7
CC[C@H]1OC(=O)[C@H](C)C(=O)[C@H](C)[C@@H](O[C@@H]2O[C@H](C)C[C@H](N(C)C)[C@H]2O)[C@](C)(OC)C[C@@H](C)C(=O)[C@H](C)[C@@H]2N(CCCCn3cnc(-c4cccnc4)c3)C(=O)O[C@@]21C	0
CC(=O)NC1C(OC(C)(C)C)OC(COC(C)=O)C(OC(C)=O)C1OC(C)=O (stereo unspecified)	-14
Cc1cn2nc(N3CCCC3c3c(C)nn(C)c3Cl)sc2n1 (stereo unspecified)	-3
COC(=O)Cc1csc(N(C)C(=O)c2cc(C)n(C(C)C)c2C)n1	-6
CC1CC(NC(=O)c2ccncc2)C(=O)N1c1ccccc1 (stereo unspecified)	-9
COc1ccc2c(c1)CCN(S(=O)(=O)C1CC1)C2	-5
CC(C)OCCCNC(N)=O	-16
CCC1CN(Cc2ccc(S(=O)(=O)NC)cc2)CCN1C(C)C (stereo unspecified)	-21
CC(C)C(C)NS(=O)(=O)c1c(Cl)cc(Br)cc1Cl (stereo unspecified)	10
COC(=O)C1CCCC1NC(=O)CCc1ccccc1Cl (stereo unspecified)	1
Cn1c(=O)c(-c2nc3ccccc3[nH]2)c(Cl)c2cc(Cl)ccc21	-11
Cc1ccc2ncc(CCNC(=O)CC(C)(C)O)n2c1	-2
CCc1nnnn1Cc1ccc(OC)cc1Cl	3
CC(C)Oc1ccc(C(=O)N2CCCC(O)C2)cc1 (stereo unspecified)	1
COc1cc(OC)cc(C(=O)NCC2CCCN(C(=O)CCN3CCCCO3)C2)c1 (stereo unspecified)	4
CC(=O)Nc1ccc(C(=O)NC(C)(C)c2nc(C(F)(F)F)cs2)cc1	0
CC(N)C(O)c1cccc(O)c1 (stereo unspecified)	-5
O=C1NCCN(Cc2cccs2)C1CC(=O)N1CCCCCC1 (stereo unspecified)	-9
O=C(NNC(=O)c1cc(Cl)ccc1O)c1ccc(Cl)cc1	-8
CCCCC(=O)NC1CCN(Cc2ccc(Br)s2)CC1	-46
COc1ccc(OC)c(N2CCN(C(=O)c3ccc(Cl)cc3)C(C)C2=O)c1 (stereo unspecified)	-7
Cc1ccccc1N1CCN(C(=O)c2ccccc2N2CCC(NC(=O)C3CC3)CC2)CC1	-7
CCCCCCc1nnc(NC(=O)CC(C)C)s1	0
CCSc1nc2c(c(=O)n1-c1ccc(C)cc1)SCC2	-5
O=C(NCC1CCN(c2ccc(F)cc2)C1)N1CCCC1c1ccncc1 (stereo unspecified)	7
O=C(CCc1nnc(C2CCCCC2)o1)NCCCc1ccccc1	-3
Cc1oc(-c2ccc(Cl)cc2)nc1CN1CCCCC1CCc1ccccn1 (stereo unspecified)	13
Cc1noc2c1C1(C(=O)N(Cc3ccccc3)c3ccccc31)C(C#N)C(N)=N2 (stereo unspecified)	-1
CC(C)(C)c1ccc(C(=O)Nc2cc(C(=O)NCc3cccs3)ccc2N2CC3CC(C2)c2cccc(=O)n2C3)cc1 (stereo unspecified)	-8
CCCn1c(=O)c2c(=S)nc(C)[nH]c2n(CCC)c1=O	9

An excerpt. The share of hits here may be higher or lower than overall.
